Salmonella PhoP GFP: inhibitors of PhoP regulon expression, primary screen, Salmonella Typhimurium, GFP reporter (AID 1863) | S. Typhimurium PhoP-regulated promoter GFP reporter, 4 h; higher % means a stronger effect | inhibition, % at 50 µM; hits with a dose series show IC50 in µM | actives 0.16% (n = 300,000);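 active = inhibition over 29.93%, a cutoff 3 SD above the screen mean, later confirmed by dose response; inconclusive = inhibition over 29.93% but no dose response follow-up; inactive = inhibition at most 29.93% or unconfirmed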;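 note: 0% = low Mg2+ inducing control and 100% = high Mg2+ repressing control; strong numbers were not always called active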
GPR35 arrestin U2OS: GPR35 antagonists blocking zaprinast-driven arrestin recruitment, primary screen, imaging, U2OS, beta-arrestin-GFP, zaprinast agonist (AID 2058) | U2OS GPR35 beta-arrestin-GFP translocation imaging, zaprinast antagonism; higher % means a stronger effect | actives 0.052% (n = 290,000) | G-protein coupled receptor 35 (Homo sapiens) | inhibition, % at 10 µM; hits with a dose series show IC50 in µM;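 active = inhibition of at least 50% with at least 30 cells and total cytoplasm GFP at most 10,000,000; inconclusive = under 30 cells or total GFP of 10,000,000 plus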
GPR55 activation: GPR55 agonists via beta-arrestin recruitment, primary screen, imaging, U2OS cells, beta-arrestin-GFP redistribution (AID 1961). G-protein coupled receptor 55 (Homo sapiens). U2OS GPR55 beta-arrestin-GFP redistribution imaging; higher % means a stronger effect. activation, % at 10 µM; hits with a dose series show EC50 in µM. actives 0.048% (n = 290,000);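 active = activation above 40% with more than 50 cells counted in the well; inconclusive = wells holding fewer than 50 cells, flagged as toxic or sparse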;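 note: U2OS osteosarcoma cells stably expressing GPR55 and beta-arrestin-GFP; plate controls were DMSO negative control for no effect and LPI positive control for full effect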
NTR1 ag: agonists of NTR1, primary screen, imaging, U2OS cells, beta-arrestin-GFP, high content (AID 493036) | Neurotensin receptor type 1 (Homo sapiens), P30989 | activation, % at 20 µM | actives 0.17% (n = 330,000) | NTR1-U2OS beta-arrestin-GFP spot imaging, agonist mode;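 active = activation at or above 40% of the spot to cytoplasm intensity ratio, with at least 20 cells analyzed; inconclusive = wells under 20 cells, flagged as cytotoxic or low count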;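 note: 0% = DMSO without peptide and 100% = 100 nM NTR1 peptide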
Target sequence (P30989 whole entry, looked up): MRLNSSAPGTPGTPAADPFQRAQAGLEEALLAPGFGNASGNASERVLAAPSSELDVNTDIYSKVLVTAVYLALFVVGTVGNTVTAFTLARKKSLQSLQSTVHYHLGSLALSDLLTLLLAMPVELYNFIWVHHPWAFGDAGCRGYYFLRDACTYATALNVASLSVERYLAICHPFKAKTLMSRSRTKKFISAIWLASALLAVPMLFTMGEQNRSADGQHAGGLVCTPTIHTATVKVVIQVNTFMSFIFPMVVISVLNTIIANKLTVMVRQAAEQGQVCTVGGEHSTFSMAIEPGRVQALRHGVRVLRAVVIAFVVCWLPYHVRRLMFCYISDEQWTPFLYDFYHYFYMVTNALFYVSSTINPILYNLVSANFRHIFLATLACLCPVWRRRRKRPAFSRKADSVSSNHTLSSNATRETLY
KOR beta-arrestin-1: KOR agonists, beta-arrestin recruitment, primary screen, cell-based, luminescence, uHTS (AID 1777); one-dose activation, % at 10 µM; EC50 in µM for titrated hits; KOR beta-arrestin recruitment, luminescence; higher % means a stronger effect; actives 0.02% (n = 280,000); Kappa-type opioid receptor (Homo sapiens); in the data active = activation above about 50%, passing the limit was not always enough; note: a part of the inactive calls stands beside numbers as strong as those of hits
West Nile antiviral: West Nile virus antiviral activity, cell-based, CPE readout (AID 1621); West Nile virus-infected cells, CPE inhibition; higher % means a stronger effect; CPE inhibition, % at 10 µM, or IC50 in µM where a hit was titrated; actives 0.02% (n = 290,000); in the data active = a potency from the dose series; inconclusive = CPE inhibition mostly from about 3.7% at the one dose, without a potency; inactive = the rest, 99 in 100 with CPE inhibition below about 2.2%; note: strong numbers were not always called active
T cell modulator: modulators of CD8 T cell-vesicle binding, primary screen, mouse 2C CD8+ T cells, flow cytometry; 2C CD8+ T cell-vesicle binding; hits give low values; AID 2052, 2009; calls only at 7 µM; actives 0.068% (n = 330,000);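 active = response, share of CD8 T cells binding vesicles, and their 90th percentile fluorescence all below set limits, cut at about 80% in these data, passing the limit was not always enough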
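Also added: QL9-peptide-loaded Drosophila micro-vesicles bearing Ld, ICAM-1 and B7-1; Test system: purified 2C TCR transgenic mouse naive CD8+ T cells; Measured by: cytometric PE anti-B7-1 and Alexa647 anti-CD8 signals after 1% paraformaldehyde fixation; Timing: binding step 1.5 h, 37 °C, antibody labelling 20 min, ice.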
GPR55 antagonists: GPR55 antagonists blocking LPI-driven arrestin recruitment, primary screen, imaging, U2OS, beta-arrestin-GFP, LPI agonist (AID 2013) | G-protein coupled receptor 55 (Homo sapiens) | U2OS GPR55 beta-arrestin-GFP translocation imaging, LPI antagonism; higher % means a stronger effect | one-dose inhibition, % at 10 µM; IC50 in µM for titrated hits | actives 0.13% (n = 290,000);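 active = spots per cell inhibited over 60%, with over 100 cells counted and total cytoplasm intensity under 500,000; inconclusive = wells with under 100 cells, flagged as likely toxic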;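 note: U2OS cells stably carrying GPR55 and arrestin-GFP stimulated by 5 µM LPI near EC80; imaged beta-arrestin-GFP aggregate spots per cell after agonist stimulation; plate controls were LPI-stimulated DMSO wells for no effect and DMSO wells without LPI for full effect; some results filed as inactive read as strong as hits; confirmed hits need IC50 under 10 µM and bright autofluorescent wells are also inconclusive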
KOR beta-arrestin-2: KOR antagonists, beta-arrestin recruitment, cell-based, luminescence, uHTS (AID 1778); actives 0.091% (n = 290,000); KOR beta-arrestin recruitment, luminescence, antagonist mode; higher % means a stronger effect; Kappa-type opioid receptor (Homo sapiens); one-dose inhibition, % at 10 µM; IC50 in µM for titrated hits; in the data active = inhibition above about 50%; note: strong numbers were not always called active
T cell modulator vesicle-bound %: further read-out of T cell modulator, marked with its call; double positive events, %; measured here: CD8+ vesicle-bound cell fraction;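 binding gate set so that unloaded-vesicle control wells show 10% double positive cells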
NTR1 ag cell count 20 µM: also measured in NTR1 ag; calls as there; cell count; measured here: cell count, cytotoxicity flag
The depositor's hits bear a star; i = inactive; ? = inconclusive; . = no result given; [ ] = another dose, or the depositor's remark.

SMILES | Salmonella PhoP GFP | GPR35 arrestin U2OS | GPR55 activation | NTR1 ag | NTR1 ag cell count 20 µM | KOR beta-arrestin-1 | West Nile antiviral | T cell modulator | T cell modulator vesicle-bound % | GPR55 antagonists | KOR beta-arrestin-2
O=C(NCC1CCCO1)C1C2C=CC3(CN(Cc4cccs4)C(=O)C13)O2 (centres undefined) | -1.2% | 5.1% | 0.3% | -1.6 | 55 | 0.7% | 0.5% | i | 53.7 | 1.3% | 14.2%
Cc1ccc(S(=O)(=O)N(C)C)cc1NC(=S)NCCCn1ccnc1 | -13.5% | 1.8% | 0.9% | 0.4 | 43 | -3.4% | 0.4% | i | 35.1 | 13.0% | 24.4%
CC([NH2+][O-])C(C)(C)NO (centres undefined) | -12.2% | -3.1% | -0.2% | -1.0 | 59 | 1.1% | 0.5% | i | 17.0 | 13.3% | -28.4%
C=C(C)C(=O)N1CC2(CC(c3cccc(NC(=O)/C(C)=C\C)c3)=NO2)C[C@H]1C(N)=O (some centres undefined) | 3.0% | 3.3% | -0.1% | -3.8 | 86 | 5.8% | -0.7% | i | 37.7 | -4.1% | -6.8%
CN1CCN(Cc2ccc(OCc3ccccc3)cc2)CC1 | -1.9% | 10.2% | 0.2% | -0.2 | 50 | -0.9% | -1.1% | i | 52.0 | 10.3% | -8.7%
CCOc1c2ccc(C(=O)N[C@H](C)C3CCCCC3)cc2nn1CCOC | -7.2% | 3.7% | 0.0% | 0.5 | 89 | -3.8% | 0.1% | i | 19.3 | 1.8% | 12.8%
CCN(CC(=O)NC(=O)NC1CCCCC1)Cc1nc2ccccc2c(=O)[nH]1 | -4.2% | 5.8% | -0.1% | 0.4 | 54 | -0.1% | 0.3% | i | 61.1 | 1.4% | -34.6%
Cc1nc2ccccc2nc1CSc1nncs1 | 5.0% | -16.0% | 1.3% | 0.7 | 78 | 10.9% | -0.3% | i | 43.8 | 4.4% | 16.2%
O=C(O)c1cc(-c2ccncc2)nc2ccc(F)cc12 | -8.9% | 12.2% | -0.3% | -1.6 | 82 | 1.9% | -0.3% | . | . | 13.6% | -24.1%
CCSc1nnc(-c2cc(Br)ccc2N)c(=O)[nH]1 | -0.4% | -5.4% | 0.2% | 0.3 | 43 | -0.8% | -0.9% | i | 67.8 | 9.9% | -8.4%[20 µM]
COc1ccc(-c2oc3cccnc3c2C#CCO)cc1 | -1.8% | 7.0% | 1.1% | 2.2 | 56 | -0.9% | -1.0% | i | 59.0 | -10.6% | -15.4%[20 µM]
CC(=O)Nc1nc2c(c3c1c(=O)oc1ccccc13)CCCCC2 | -2.5% | 16.6% | 0.8% | -1.3 | 62 | -9.5% | . | i | 39.0 | -5.5% | -17.0%
CCCCn1nnc(NC(=O)c2ccc(-c3ccccc3)cc2)n1 | 3.9% | -1.1% | -0.2% | -1.1 | 34 | 0.5% | 0.2% | i | 15.1 | 0.6% | 7.2%
COc1ccccc1OCCCCn1ncc2ccc(OC)c(OC)c2c1=O | 24.6% | -5.2% | 0.5% | -0.3 | 88 | -5.9% | -1.0% | i | 46.5 | 9.3% | -1.1%
Cc1ccc(CN2CCN(C(=O)CCC(=O)Nc3nnc(C(C)C)s3)CC2)c(C)c1 | 3.4% | 15.9% | 0.2% | 2.6 | 60 | -4.0% | -1.2% | i | 3.8 | -7.3% | -6.6%
O=C(NC1CCS(=O)(=O)C1)c1sc2ccccc2c1Cl (centres undefined) | 2.6% | -14.7% | -0.8% | 0.6 | 25 | -2.4% | 1.0% | i | 47.2 | 7.6% | 31.7%
CCc1cc2c(=O)[nH]c(N3CCOCC3)nc2s1 | -0.2% | -14.4% | -0.1% | 1.0 | 31 | -4.2% | 0.1% | i | 43.5 | 7.0% | -13.4%
COC(=O)C(C)Nc1cccc(Br)c1 (centres undefined) | 5.3% | 0.9% | -0.3% | 1.0 | 65 | -1.7% | 0.9% | i | 33.6 | -5.3% | 25.7%
COc1ccccc1NC(=O)Cn1cc(C(=O)c2ccco2)c2ccccc21 | -1.9% | 22.5% | -0.1% | 3.9 | 67 | -3.1% | -1.3% | i | 34.7 | -1.8% | -8.1%[20 µM]
CC(=O)CSc1nnc(-c2ccc(S(=O)(=O)N3CCCC3)cc2)n1C | 1.1% | 3.2% | -0.1% | 1.2 | 38 | -2.5% | 0.0% | i | 21.0 | -0.2% | 1.7%

The final 2 compounds of the part above lead into the next.
SMILES | Salmonella PhoP GFP | GPR35 arrestin U2OS | GPR55 activation | NTR1 ag | NTR1 ag cell count 20 µM | KOR beta-arrestin-1 | West Nile antiviral | T cell modulator | T cell modulator vesicle-bound % | GPR55 antagonists | KOR beta-arrestin-2
COc1ccccc1NC(=O)Cn1cc(C(=O)c2ccco2)c2ccccc21 | -1.9% | 22.5% | -0.1% | 3.9 | 67 | -3.1% | -1.3% | i | 34.7 | -1.8% | -8.1%[20 µM]
CC(=O)CSc1nnc(-c2ccc(S(=O)(=O)N3CCCC3)cc2)n1C | 1.1% | 3.2% | -0.1% | 1.2 | 38 | -2.5% | 0.0% | i | 21.0 | -0.2% | 1.7%
CC(C)Oc1ccc(C(=O)Nc2ccc(N3CCN(C(=O)c4ccco4)CC3)cc2)cc1 | 0.9% | 9.3% | -0.2% | 1.0 | 57 | -3.5% | 1.0% | i | 41.8 | -4.0% | 3.1%
COc1ccc(OC)c(NC(=O)c2ccccc2N(Cc2ccccc2)S(C)(=O)=O)c1 | -3.5% | 0.8% | -0.1% | 1.6 | 41 | -7.5% | 0.2% | i | 13.6 | 1.9% | -6.3%
Cc1onc(-c2ccccc2Cl)c1C(=O)NNC(=O)C1CCN(Cc2ccccc2)CC1 | 2.8% | -3.9% | -0.3% | -0.4 | 50 | -1.5% | -0.3% | i | 41.9 | 12.5% | 0.0%
COc1cc(N2C(=O)c3ccccc3C2=O)c(Cl)cc1C(=O)OCC(=O)NCc1ccco1 | -7.8% | -16.6% | 0.3% | 1.8 | 57 | -0.8% | 0.3% | i | 46.6 | -1.9% | -0.2%
CSc1ccc(C(=O)C2CCCN(S(=O)(=O)c3c(C)noc3C)C2)cc1 (centres undefined) | 6.5% | 0.2% | -0.1% | 1.4 | 43 | . | -0.8% | i | 37.4 | 13.3% | 6.9%[20 µM]
COc1ccc(CN(C(=O)/C=C/c2ccco2)C2CCS(=O)(=O)C2)cc1 (centres undefined) | -15.7% | -3.3% | -0.2% | 1.3 | 54 | 6.5% | 0.1% | i | 26.9 | 5.9% | -19.1%
COc1ccc(-c2csc(N(CCCN(C)C)C(=O)c3ccc(Br)cc3)n2)cc1 | 2.4% | 2.1% | 0.2% | 1.2 | 58 | 2.2% | 0.1% | i | 16.4 | -2.7% | -41.7%[20 µM]
COc1ccc(-c2[nH]ncc2CN(C)CCN2CCOCC2)cc1F | 1.7% | -1.3% | 0.6% | 3.6 | 52 | 4.7% | -0.3% | i | 60.1 | -3.2% | -8.1%
COC(=O)c1ccc(-c2csc(NC(=O)C3=COCCO3)n2)cc1 | 4.4% | -16.8% | -0.1% | 1.2 | 88 | 5.0% | -0.1% | i | 41.2 | 3.4% | -20.0%
CCOCC(=O)Nc1nnc(COc2ccc(Cl)cc2)s1 | -3.4% | -12.0% | -0.1% | 5.6 | 86 | 2.6% | 1.0% | i | 19.0 | -12.5% | -6.1%
Cc1onc(-c2c(F)cccc2Cl)c1C(=O)N=C(N)N1CCCC1 | . | -1.2% | -0.2% | 1.7 | 53 | -0.2% | 0.8% | i | 45.2 | -1.7% | -4.4%
COc1ccc(CNC(=O)CN(C(=O)c2csnn2)c2ccc3c(c2)OCCO3)cc1 | -2.9% | 12.9% | -0.1% | 2.9 | 54 | 1.9% | -1.1% | i | 20.8 | 11.7% | -66.8%
CN1CCC(N(C)C(=O)c2cc(=O)c3ccccc3o2)CC1 | 5.0% | 0.2% | 0.3% | -0.8 | 60 | -1.7% | -0.1% | i | 32.1 | 18.8% | 0.9%
COc1ccc(/C=C/C(=O)NC(=S)NNC(=O)c2cnccn2)cc1 | 70.8% | 5.8% | 0.2% | 0.2 | 45 | . | ? | i | 28.6 | -8.8% | -2.8%
CCN(c1ccc2c(c1)OCO2)S(=O)(=O)c1cc(Br)cc2c1N(C(C)=O)CC2 | -1.5% | 0.2% | -0.1% | 3.5 | 61 | 10.8% | 0.4% | i | 38.3 | 6.4% | -30.6%
COc1ccc(N2CC(C(=O)N[C@@H](C)C(=O)NC3CCCCC3)CC2=O)cc1 (some centres undefined) | -7.0% | 3.6% | -0.1% | 0.0 | 64 | -0.2% | -0.1% | i | 24.5 | 1.8% | -53.1%
Cc1ccc(NC(=O)CS(=O)c2ccccc2N)c(C)c1 (centres undefined) | 3.1% | 3.7% | -0.1% | 0.2 | 47 | -2.5% | -0.5% | i | 21.9 | -5.1% | 32.0%
COc1ccccc1-n1c(C)nc2cc(C(=O)O)ccc21 | 5.2% | 15.7% | -0.1% | 0.2 | 36 | -2.6% | -0.1% | i | 28.6 | -2.3% | 13.1%
COc1ccccc1NC(=S)NN1CCN(C)CC1 | -10.1% | . | -0.3% | -0.9 | 34 | -0.3% | 0.1% | i | 33.9 | 6.0% | 7.4%
O=C(Nc1c(Cl)cc(Cl)cc1-c1nc2ccccc2s1)c1ccc(Br)o1 | -0.7% | -9.1% | -0.1% | 8.3 | 69 | 1.9% | -0.5% | i | 7.7 | 10.2% | 2.8%
Cc1[nH]n(-c2ccccc2)c(=O)c1C(c1cccc([N+](=O)[O-])c1)c1c(C)[nH]n(-c2ccccc2)c1=O | 4.7% | -12.2% | 0.1% | 10.7 | 36 | 17.3% | -1.0% | i | 21.3 | -1.3% | -27.4%
COc1ccccc1OCCCCN1CCN(c2ccccc2OC)CC1 | -8.4% | 1.6% | -0.1% | -2.2 | 46 | 1.5% | 0.0% | i | 14.8 | -8.4% | -11.2%
